Assay outcomes (PubChem)
HTT cytoprotect: cytoprotection in Huntington HTT-Q103 PC12 cell model. Potency, µM (highest dose often 56.4 µM), inactives show cytoprotection (ATP increase), most hits filed as activators. 230,000 tested, 0.14% active. AID 1471. PC12 HTT-Q103 induced, cytoprotection, ATP luminescence, 40 h;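 further: % of control where 0% means no effect; nearly all actives have a fitted effect of over 45% in size; toxic huntingtin expression switched on by the ecdysone agonist tebufenozide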
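Compounds were screened for protection of PC12 cells against cell death after tebufenozide induction (100 nM final) of mutant Huntingtin exon 1 (Q103) fused to GFP.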
ALDH1A1 block: ALDH1A1 (human) enzyme inhibition | P00352 | Purified ALDH1A1, NADH fluorescence, propionaldehyde substrate | Potency, µM (top dose mostly 75.3 µM), without a hit: top-dose activity, negative = inhibition, actives largely listed as inhibitors | 220,000 tested, 7.3% active; active means well fitted inhibition curve with a large enough effect, not every such curve was filed as active; inconclusive means small, poorly fitted or top-dose-only effect, or another doubt; inactive means no such curve, though single readings can be large or run the other way;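 further: plate controls were no enzyme wells and a reference inhibitor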
Target sequence (P00352 whole entry, looked up): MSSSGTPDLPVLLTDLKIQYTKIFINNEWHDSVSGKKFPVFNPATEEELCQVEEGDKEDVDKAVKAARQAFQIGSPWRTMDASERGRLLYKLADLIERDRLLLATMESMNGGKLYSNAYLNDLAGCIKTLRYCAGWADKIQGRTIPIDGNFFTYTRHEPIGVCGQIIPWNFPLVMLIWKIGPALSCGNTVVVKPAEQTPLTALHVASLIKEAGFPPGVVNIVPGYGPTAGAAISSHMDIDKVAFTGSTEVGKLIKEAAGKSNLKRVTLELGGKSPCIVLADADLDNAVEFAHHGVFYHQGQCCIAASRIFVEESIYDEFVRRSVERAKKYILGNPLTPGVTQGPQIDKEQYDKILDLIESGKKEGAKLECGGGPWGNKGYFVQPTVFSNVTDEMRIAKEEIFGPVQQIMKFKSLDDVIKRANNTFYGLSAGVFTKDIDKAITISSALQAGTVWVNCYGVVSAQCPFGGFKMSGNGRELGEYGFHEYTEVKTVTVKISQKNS
HttQ103 aggreg: mutant huntingtin aggregation inhibition. PC12 HttQ103-GFP aggregates, Acumen cytometry, 40 h. Potency, µM (titrated, usually from 46.1 µM), inactives show at the highest dose activity change, negative = inhibition, hits mostly inhibitors. 220,000 tested, 1.1% active. AID 1688; further: on the % scale 0 is the no-effect control and ±100 the full control effect; nearly all actives have a fitted effect of over 60% in size
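Read-out: GFP aggregate count by laser scanning cytometer (488 nm excitation, 500-530 nm emission, 1–25 µm objects >6 SD above background). Cells: PC12, inducible HTTex1-Q103-GFP, 100 nM tebufenozide; compounds titrated.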
SMN2 splice enh: SMN2 splice variant enhancement; HEK293 SMN2-luciferase splicing reporter, luminescence, 30-36 h; Potency, µM (top dose mostly 46.1 µM), without a hit: at the highest dose activity change, positive = activation, most hits filed as activators; 210,000 tested, 2.8% active; further: % of control where 0% means no effect; nearly all actives have a fitted effect of over 55% in size
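HEK293 cells carry an SMN2 […]–luciferase reporter in which exon 7 inclusion puts luciferase in frame. Cells were plated 10-12 h before compound addition, then incubated 30-36 h at 37C. ONE-Glo luminescence was read; sodium butyrate at 4.5 mM final served as control.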
KDM4E inh: blocks human JMJD2E demethylase activity; AID 2147; Potency, µM (highest dose often 57.1 µM), without a hit: top-dose activity change, negative = inhibition, actives largely listed as inhibitors; 230,000 tested, 1.6% active; JMJD2E catalytic domain, FDH-coupled NADH fluorescence (FDH is formaldehyde dehydrogenase); B2RXH2; active means well fitted inhibition curve with a large enough effect, not every such curve was filed as active; inconclusive means small, poorly fitted or top-dose-only effect, or another doubt; inactive means no such curve, though single readings can be large or run the other way;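 further: 0% = wells with enzyme and -100% = buffer wells without enzyme; nearly all actives have a fitted effect of over 50% in size; many of its hits are not listed in these tables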
Target sequence (B2RXH2 1-337 limits assumed): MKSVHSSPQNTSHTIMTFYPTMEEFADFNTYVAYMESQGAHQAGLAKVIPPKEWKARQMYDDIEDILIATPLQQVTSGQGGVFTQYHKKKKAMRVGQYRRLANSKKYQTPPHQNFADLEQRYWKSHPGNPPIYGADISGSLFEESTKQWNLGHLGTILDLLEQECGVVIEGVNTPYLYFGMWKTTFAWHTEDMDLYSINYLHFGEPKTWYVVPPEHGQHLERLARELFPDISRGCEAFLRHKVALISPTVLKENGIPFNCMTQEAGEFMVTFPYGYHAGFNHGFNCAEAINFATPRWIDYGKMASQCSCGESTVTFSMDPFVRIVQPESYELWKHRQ
Tau fluor counter: counter-screen for tau fibril formation inhibitors; Potency, µM (highest dose often 57.7 µM), for the others: at the highest dose activity change, negative = decrease; 280,000 tested, 0.93% active; tau K18 P301L Alexa594 fluorescence, heparin fibrillization; further: on the % scale 0 is the no-effect control and ±100 the full control effect; nearly all actives have a fitted effect of over 55% in size
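Human K18 P301L tau (15 uM unlabeled plus 0.24 uM Alexa 594-labeled, final) in 100 mM sodium acetate pH 7 was mixed with compound and 20 uM heparin and incubated 6 hr at 37 C.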
Tau fibril FP: tau fibrillization inhibition (FP); P10636; K18 P301L tau heparin fibrillization, Alexa594 FP, 6 h; Potency, µM (highest dose often 57.7 µM), inactives show top-dose activity, negative = inhibition, hits mostly inhibitors; 280,000 tested, 0.39% active; AID 1468; further: on the % scale 0 is the no-effect control and ±100 the full control effect; nearly all actives have a fitted effect of over 55% in size
Target sequence (P10636 561-689 P618L limits assumed): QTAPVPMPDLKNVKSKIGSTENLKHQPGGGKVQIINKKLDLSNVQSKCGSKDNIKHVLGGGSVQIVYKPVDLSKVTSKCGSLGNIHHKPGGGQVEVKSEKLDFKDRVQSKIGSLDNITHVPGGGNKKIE
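Heparin (20 uM) drove fibril formation of recombinant tau K18 P301L, 15 uM unlabeled with 0.24 uM Alexa 594 label, for 6 hr at 37 C in 100 mM sodium acetate pH 7. Fluorescence polarization (555/632 nm) read 1 hr after 30 uM ThT.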
Tau ThT inhib: inhibitors of human tau fibril formation, thioflavin T binding; 270,000 tested, 2.1% active; AID 1460; Potency, µM (doses to about 57.4 µM), inactives show top-dose activity, negative = inhibition, most hits filed as inhibitors; recombinant tau K18 P301L, heparin-induced fibrillization, ThT fluorescence; P10636; further: on the % scale 0 is the no-effect control and ±100 the full control effect; nearly all actives have a fitted effect of over 55% in size
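Fibril formation assay: tau K18 P301L at 15 uM with trace Alexa 594 label, heparin inducer 20 uM, pH 7 sodium acetate buffer, 37 C for 6 hr; endpoint ThT signal.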
Active calls of the source: *; ? = inconclusive; · = not tested or not shown; [ ] = another dose, or the depositor's remark. Unless noted, the call rests on the fitted dose curve; in most records, active means well fitted curve in the direction sought with a large enough effect; inconclusive means small, poorly fitted or top-dose-only effect, or another doubt; inactive means no such curve, though single readings can be large; an effect the other way counts as inactive or inconclusive. Potency means the concentration at half of the fitted maximal effect.

1. COC(=O)CC1C(=O)NCCN1C(=S)NC(=O)c1sc2ccccc2c1Cl (stereo unspecified)
2. CCOc1ccc(C(c2c(O)nc(SC)n(C)c2=O)c2c(O)nc(SC)n(C)c2=O)cc1
3. NC(=O)C(c1cccc(Cl)c1)c1ncc(C(F)(F)F)cc1Cl (stereo unspecified)
4. O=C1NC2(CCCCC2)C(=O)N1Cc1cc(=O)n2ccsc2n1
5. O=c1oc(-c2ccccc2)nc2sc3c(c12)CCCC3
6. Cc1ccc(NC(=O)CSc2nnc([C@@H]3CCCN3C(=O)OC(C)(C)C)o2)c(C)c1
7. COc1ccc(OC)c(NC(=O)CSc2nnnn2-c2ccc3c(c2)OCO3)c1
8. C=CCN1C(=O)CSc2ccc(C(=O)NCc3ccco3)cc21
9. CC(C)(C)NC(=O)CSc1nc2ccc(NC(=O)CSc3nnc(N)s3)cc2s1
10. CCc1ccccc1NC(=O)CCc1c(C)nc2cc(-c3ccccc3)nn2c1C
Compound | 1 | 2 | 3 | 4 | 5 | 6 | 7 | 8 | 9 | 10
HTT cytoprotect | -8%[10 µM] | -2% | -19% | -7% | -26% | -8% | 0%[10 µM] | -14%[0.074 µM] | · | ·
Tau ThT inhib | -13% | ? | 9% | -1% | ? | 0% | -9% | -16% | 0% | -8%
ALDH1A1 block | 13µM* | ? | 15% | -4% | ? | ? | 16% | 22µM* | -2% | ·
SMN2 splice enh | 9% | 10% | 20% | 0% | ? | -14% | 35µM* | -4% | -24% | -2%
KDM4E inh | -11% | -3% | -1% | ? | 3% | 7% | -5% | -3% | 1% | ·
HttQ103 aggreg | · | 9% | 0% | -2% | -23% | -24% | ? | 1% | ? | ·
Tau fibril FP | 8% | ? | 8% | -3% | -11% | 0% | -13% | 3% | -5% | -5%
Tau fluor counter | 3% | -12% | 4% | 0% | -23% | 2% | -27% | -7% | -12% | -5%

Numbers 5 to 10 from above:
5. O=c1oc(-c2ccccc2)nc2sc3c(c12)CCCC3
6. Cc1ccc(NC(=O)CSc2nnc([C@@H]3CCCN3C(=O)OC(C)(C)C)o2)c(C)c1
7. COc1ccc(OC)c(NC(=O)CSc2nnnn2-c2ccc3c(c2)OCO3)c1
8. C=CCN1C(=O)CSc2ccc(C(=O)NCc3ccco3)cc21
9. CC(C)(C)NC(=O)CSc1nc2ccc(NC(=O)CSc3nnc(N)s3)cc2s1
10. CCc1ccccc1NC(=O)CCc1c(C)nc2cc(-c3ccccc3)nn2c1C
Compound | 5 | 6 | 7 | 8 | 9 | 10
HTT cytoprotect | -26% | -8% | 0%[10 µM] | -14%[0.074 µM] | · | ·
Tau ThT inhib | ? | 0% | -9% | -16% | 0% | -8%
ALDH1A1 block | ? | ? | 16% | 22µM* | -2% | ·
SMN2 splice enh | ? | -14% | 35µM* | -4% | -24% | -2%
KDM4E inh | 3% | 7% | -5% | -3% | 1% | ·
HttQ103 aggreg | -23% | -24% | ? | 1% | ? | ·
Tau fibril FP | -11% | 0% | -13% | 3% | -5% | -5%
Tau fluor counter | -23% | 2% | -27% | -7% | -12% | -5%

The results go on:
11. CCOC(=O)Cc1csc(N/C(=N/S(=O)(=O)c2ccc(F)cc2F)c2ccccc2)n1
12. CCCc1nc2sc3c(c2c(=O)[nH]1)CCCC3
13. Cn1c(=O)[nH]c(=O)c2[nH]c(CN3CCN(C(=O)c4ccco4)CC3)nc21
14. Cc1ccc(C)c(NC(=O)CSc2ncnc3nc[nH]c23)c1
15. N#Cc1nc(COc2ccccc2)oc1N1CCN(Cc2ccccc2)CC1
16. Cc1nc2ncnn2c(N2CCN(S(=O)(=O)c3ccc(Br)cc3)CC2)c1C
17. Cc1cc2nc3c(nc2cc1C)C1(C(=O)O)CCC3(C)C1(C)C (stereo unspecified)
18. O=C(CCNS(=O)(=O)c1ccc(Cl)cc1)N1CCC2(O)CCCCC2C1 (stereo unspecified)
19. Cc1ccc(OCCC(=O)Nc2c(C)n(C)n(-c3ccccc3)c2=O)cc1
20. Cc1csc2ncc(C(=O)Nc3ccccc3F)c(=O)n12
Compound | 11 | 12 | 13 | 14 | 15 | 16 | 17 | 18 | 19 | 20
HTT cytoprotect | 15%[10 µM] | -28%[10 µM] | 2%[10 µM] | 21%[10 µM] | 2%[10 µM] | 19%[10 µM] | 12%[10 µM] | -8% | 2%[10 µM] | -2%
Tau ThT inhib | -7% | -8% | -4% | -5% | ? | -7% | 6% | -4% | 5% | 5%
ALDH1A1 block | 2% | 1% | ? | -9% | ? | 3% | 1% | -3% | 5% | ?
SMN2 splice enh | · | · | -11% | -11% | -26% | -64%[inhibitor] | -6% | · | -7% | 13µM*
KDM4E inh | 2% | -3% | 6% | -12% | -2% | -12% | -7% | -3% | -4% | -14%
HttQ103 aggreg | ? | -24%[9.22 µM] | 4% | -8% | -3% | 10%[9.22 µM] | 2% | 21% | 6% | -25%
Tau fibril FP | -3% | -13% | 1% | 7% | 2% | 0% | 5% | -5% | 8% | -2%
Tau fluor counter | -7% | -13% | 3% | 3% | -10% | 0% | 2% | -8% | 3% | 2%

21. CC(=O)NC(=S)Nc1ccc(S(=O)(=O)N2CCOCC2)cc1
22. CCc1ccc(C(=O)NNC(=O)OC)cc1
23. CC12C(=O)N(Cc3ccccc3)C(=O)C1C1C=CC2C1 (stereo unspecified)
24. COc1cccc(NC(=O)C2CCCN2C(=O)OCc2ccccc2)c1 (stereo unspecified)
25. COC(=O)[C@@H](O)CC[C@@H](C)Cc1c(OC)c(OC)c(C)c(OC)c1OC
26. O=C1CCC(=O)N1CC(=O)N1c2ccccc2Sc2ccccc21
27. CCc1ccc[n+](-c2nc3ccccc3nc2C(=C=[N-])C#N)c1
28. COc1ccc(C(=O)C2CCCN(C(=O)c3c4c(nn3C)CCCC4)C2)cc1F (stereo unspecified)
29. Cc1sc2ncn(CC(=O)N(CC(=O)NC3CCCC3)Cc3cccs3)c(=O)c2c1C
30. Cc1c(N(C)C(=O)C23CC4CC(CC(C4)C2)C3)c(=O)n(-c2ccccc2)n1C
Compound | 21 | 22 | 23 | 24 | 25 | 26 | 27 | 28 | 29 | 30
HTT cytoprotect | -22% | -32%[inhibitor] | 9% | 9%[1.9 µM] | -28% | -6% | 4%[10 µM] | 12% | -18% | 5%
Tau ThT inhib | -11% | -9% | -7% | 5% | -8% | 0% | · | -3% | 1% | 1%
ALDH1A1 block | -12% | ? | 3% | -5% | 12% | 8% | · | 1% | 0% | 3%
SMN2 splice enh | 4% | · | -16% | -19% | 15% | · | · | · | 7% | -2%
KDM4E inh | -3% | 0% | -1% | -5% | 6% | 9% | ? | 1% | -1% | 2%
HttQ103 aggreg | -1% | 6% | 4% | 5% | · | -28% | 12%[9.22 µM] | -15% | 1% | 11%
Tau fibril FP | 2% | -7% | 1% | -10% | -3% | 6% | -4% | 6% | 4% | 4%
Tau fluor counter | -12% | -3% | 0% | -2% | -5% | 0% | -19% | -2% | -5% | 5%

31. O=C(Nc1cccc(Cl)c1)Nc1ccccc1-n1ccnc1
32. Cc1nc(-c2coc3c(O)c(O)ccc3c2=O)cs1
33. CC(NC(=O)Cc1ccccc1)c1ccc(F)cc1 (stereo unspecified)
34. CCc1nnc(NC(=O)C2(C)COC(c3ccc(OC)cc3)OC2)s1 (stereo unspecified)
35. O=C(NC1CCCC1)C1CCCN1C(=O)Oc1ccccc1 (stereo unspecified)
36. Cc1sc2nc(C)n(/N=C/c3ccccc3O)c(=O)c2c1C
37. CN(C)n1cccc1/C=C(\C#N)S(=O)(=O)c1ccc(Cl)cc1
38. Cc1ccc(N2C(=O)CC(Cc3cc(C)cc(C)c3)C2=O)cc1 (stereo unspecified)
39. Cc1ccc(C)c(NC(=S)NC(C)C(c2ccccc2)N2CCN(C)CC2)c1 (stereo unspecified)
40. Cc1n[nH]c(C)c1S(=O)(=O)Nc1ccc2c(c1)OCCO2
Compound | 31 | 32 | 33 | 34 | 35 | 36 | 37 | 38 | 39 | 40
HTT cytoprotect | 5%[10 µM] | -176%[inhibitor] | 9%[10 µM] | -24% | ? | 1% | 36%[10 µM] | 7% | -3%[10 µM] | 13%[10 µM]
Tau ThT inhib | 0% | ? | 0% | -3% | 2% | -1% | · | -2% | -7% | -13%
ALDH1A1 block | -11% | -13% | 16% | 2% | 7% | -6% | · | -3% | 13% | 0%
SMN2 splice enh | · | 22µM* | 12% | ? | 14% | -31%[inhibitor] | · | -3% | -11% | -11%
KDM4E inh | 6% | 7.1µM* | ? | -3% | 4% | 1% | -5% | 7% | -4% | 0%
HttQ103 aggreg | -10%[9.22 µM] | · | -11% | 7% | -3% | -4%[9.22 µM] | 26%[9.22 µM] | 17% | -2% | -4%
Tau fibril FP | -6% | -11% | -6% | 0% | 8% | -9% | -3%[0.0958 µM] | 1% | 1% | 5%
Tau fluor counter | -9% | ? | -3% | -6% | 0% | -12% | -2%[0.0958 µM] | -4% | 4% | -3%

41. [NH-]c1ncnc2c1N=C[N+]2=CC=CCO
42. CN(C(=O)COC(=O)c1ccc2[nH]c3c(c2c1)CCCC3)C1CCS(=O)(=O)C1 (stereo unspecified)
43. O=c1cc(N2CCCCC2)c(-c2ccccc2)nn1Cc1cccc(Cl)c1
44. CCN(C(=O)c1cc2c(=O)oc3ccccc3c2s1)c1cccc(C(F)(F)F)c1
45. CCOC(=O)c1sc(NC(=O)CCCCCN2C(=O)c3cccc4cccc(c34)C2=O)nc1C
46. O=[N+]([O-])c1ccc(NC(=S)NCc2ccncc2)cc1
47. COc1ccc(NC(=O)CSc2ncnc3c2nnn3-c2ccc(F)cc2)c(OC)c1
Compound | 41 | 42 | 43 | 44 | 45 | 46 | 47
HTT cytoprotect | -4%[10 µM] | 3%[10 µM] | -95%[inhibitor] | · | 8% | 0% | -23%
Tau ThT inhib | -3% | -9% | ? | -1% | -4% | -16% | ?
ALDH1A1 block | 8% | -4% | 22µM* | · | 2% | 11µM* | -4%
SMN2 splice enh | · | -5% | -33%[inhibitor] | 10% | -9% | -52%[inhibitor] | -14%
KDM4E inh | ? | ? | 5% | · | -3% | -3% | -3%
HttQ103 aggreg | -2%[9.22 µM] | -2% | ? | · | 4% | -26% | 6%
Tau fibril FP | -2% | 13% | 1% | -20% | -5% | -14% | -9%
Tau fluor counter | -8% | -18% | -4% | -14% | 5% | ? | -13%

An excerpt (hit frequency here may not be typical).
